Compound activity as filed in PubChem BioAssay.
PABP1 MLLE inh = inhibitors of PABP1 MLLE–PAM2 peptide binding, primary screen, biochemical, fluorescence polarization, FITC-PAM2, GST-MLLE | hit rate 0.36% among 360,000 | Polyadenylate-binding protein 1 (Homo sapiens), P11940 | inhibition, % at 20 µM | AID 588489, 2011; in the data active = inhibition above about 35%, passing the limit was not always enough;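 note: plate controls were DMSO wells with GST-MLLE for no effect and wells lacking GST-MLLE protein for full effect; some results filed as inactive read as strong as hits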
NadD inh = inhibitors of S. aureus NadD, primary screen, biochemical, colorimetric, uHTS | purified NadD enzyme, colorimetric absorbance read-out | Nicotinate-nucleotide adenylyltransferase NadD (Staphylococcus aureus N315) | inhibition, % at 20 µM | hit rate 0.78% among 360,000; in the data active = inhibition above about 26%; note: some compounds past the cut are filed as inactive
SUMO1-SIM PPI = modulators of SUMO1 protein-protein interactions, primary screen, biochemical, uHTS. Small ubiquitin-related modifier 1 (Homo sapiens), P63165. SUMO1 binding to a labelled peptide, TR-FRET, 1 h. inhibition, % at 20 µM. hit rate 0.33% among 360,000. AID 602429, 2012; in the data active = inhibition above about 37%
LMPTP inh = LMPTP phosphatase inhibitors, primary screen, biochemical, fluorescence intensity, uHTS; Low molecular weight phosphotyrosine protein phosphatase (Homo sapiens), P24666; recombinant LMPTP-A, OMFP fluorogenic substrate; inhibition, % at 20 µM; hit rate 0.22% among 360,000; AID 651560, 2012;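 active = compounds that cut the enzyme signal by at least half of the control window in the single-dose screen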;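 note: plate controls were DMSO wells with enzyme plus substrate for no effect and substrate without enzyme for full effect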
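Test system: LMPTP-A phosphatase enzyme; input: 0.625 nM LMPTP-A final; reagent: OMFP substrate, 400 µM final; compound dosing: 20 µM single dose, 3% DMSO; incubation: 50 min dark incubation at room temperature; measured by: endpoint fluorescence intensity from OMFP dephosphorylation; measure: % inhibition relative to no-enzyme and uninhibited control wells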
TbMetRS inhib = T. brucei MetRS inhibitors, primary screen, biochemical, luminescence; hit rate 0.4% among 360,000; purified T. brucei MetRS, ATP depletion, Kinase-Glo luminescence; methionyl-tRNA synthetase (Trypanosoma brucei brucei); inhibition, % at 11.9 µM;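 active = inhibition above a per-plate cutoff of the control wells' mean inhibition plus 3 SD, cut at about 5.5% in these data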;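 note: 0% = DMSO wells median and 100% = median of wells with control inhibitor compound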
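Dosing: 11.9 µM single point; system: parasite MetRS enzyme; technique: luminescence of leftover ATP; times: 15 min enzyme-compound preincubation, 2 h reaction, 10 min detection, 25 °C; replicates: each compound tested once; read-out basis: percent inhibition relative to median high and low control wells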
Scp-1 inhibitor = Scp-1 phosphatase inhibitors, primary screen, biochemical, colorimetric, uHTS | Recombinant Scp1, phosphopeptide, malachite green phosphate absorbance | hit rate 0.88% among 340,000 | inhibition, % at 20 µM;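 active = inhibition above about 50% at 20 µM, limit read from the data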;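 note: plate controls were DMSO wells with enzyme for no effect and wells lacking enzyme for full effect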
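Material – SCP-1 phosphatase catalytic domain, residues 76-261 · Buffer or medium – Acidic Tris acetate buffer with magnesium and detergent · Also added – Phospho 17-mer peptide substrate · Compound – single 20 µM dose, 1% DMSO · Times – 45 min room-temperature reaction, 5 min colour, 30 min stabiliser · Technique – Phosphate-binding colour reagent, absorbance read at 630 nm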
CSN inh = inhibitors of CSN-mediated cullin deneddylation, primary screen, biochemical, fluorescence polarization, uHTS; COP9 signalosome complex subunit 5 (Homo sapiens), Q92905; inhibition, % at 12.5 µM; hit rate 0.38% among 360,000; Purified CSN, SCF-Nedd8-OG deneddylation;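 active = pattern-corrected inhibition above about 35%, with an unprinted fluorescence ratio check between 0.5 and 1.5, limit read from the data, passing the limit was not always enough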;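 note: 0% = enzyme with substrate and 100% = substrate without enzyme; some results filed as inactive read as strong as hits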
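test system = HEK293T-derived human Csn5 enzyme | amount = 0.24 nM Csn5 enzyme, final concentration | medium = Tris/NaCl/DTT buffer, pH 7.5 | schedule = 90 min reaction at room temperature | signal = FP | evaluation = inhibition of Csn5 cleavage, % | compound dosing = single dose of 12.5 µM compound with 0.25% DMSO | probe or stimulus = 10 nM SCFSkp2-Nedd8OG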
Rpn11 block = Rpn11 (PSMD14) deubiquitinase inhibitors, primary screen, biochemical, fluorescence polarization, uHTS. 26S proteasome non-ATPase regulatory subunit 14 (Homo sapiens), O00487. hit rate 0.59% among 360,000. human 26S proteasome, Ub4-pepOG fluorescence polarization; 20S core pre-blocked with epoxomicin. AID 588493, 2011. calls only at 20 µM;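 active = inhibition at 20 µM, scaled to each plate's controls, above about 33%, limit read from the data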
DNMT1 inh = human DNMT1 methyltransferase inhibitors, primary screen, biochemical, molecular beacon, fluorescence, HinP1I cleavage, uHTS. DNA (cytosine-5)-methyltransferase 1 (Homo sapiens), P26358. inhibition (reported as % activation of signal), % at 10 µM. hit rate 0.83% among 360,000. AID 588458, 2011; in the data active = inhibition above about 50%
Target sequence (P26358 504-1616 limits assumed): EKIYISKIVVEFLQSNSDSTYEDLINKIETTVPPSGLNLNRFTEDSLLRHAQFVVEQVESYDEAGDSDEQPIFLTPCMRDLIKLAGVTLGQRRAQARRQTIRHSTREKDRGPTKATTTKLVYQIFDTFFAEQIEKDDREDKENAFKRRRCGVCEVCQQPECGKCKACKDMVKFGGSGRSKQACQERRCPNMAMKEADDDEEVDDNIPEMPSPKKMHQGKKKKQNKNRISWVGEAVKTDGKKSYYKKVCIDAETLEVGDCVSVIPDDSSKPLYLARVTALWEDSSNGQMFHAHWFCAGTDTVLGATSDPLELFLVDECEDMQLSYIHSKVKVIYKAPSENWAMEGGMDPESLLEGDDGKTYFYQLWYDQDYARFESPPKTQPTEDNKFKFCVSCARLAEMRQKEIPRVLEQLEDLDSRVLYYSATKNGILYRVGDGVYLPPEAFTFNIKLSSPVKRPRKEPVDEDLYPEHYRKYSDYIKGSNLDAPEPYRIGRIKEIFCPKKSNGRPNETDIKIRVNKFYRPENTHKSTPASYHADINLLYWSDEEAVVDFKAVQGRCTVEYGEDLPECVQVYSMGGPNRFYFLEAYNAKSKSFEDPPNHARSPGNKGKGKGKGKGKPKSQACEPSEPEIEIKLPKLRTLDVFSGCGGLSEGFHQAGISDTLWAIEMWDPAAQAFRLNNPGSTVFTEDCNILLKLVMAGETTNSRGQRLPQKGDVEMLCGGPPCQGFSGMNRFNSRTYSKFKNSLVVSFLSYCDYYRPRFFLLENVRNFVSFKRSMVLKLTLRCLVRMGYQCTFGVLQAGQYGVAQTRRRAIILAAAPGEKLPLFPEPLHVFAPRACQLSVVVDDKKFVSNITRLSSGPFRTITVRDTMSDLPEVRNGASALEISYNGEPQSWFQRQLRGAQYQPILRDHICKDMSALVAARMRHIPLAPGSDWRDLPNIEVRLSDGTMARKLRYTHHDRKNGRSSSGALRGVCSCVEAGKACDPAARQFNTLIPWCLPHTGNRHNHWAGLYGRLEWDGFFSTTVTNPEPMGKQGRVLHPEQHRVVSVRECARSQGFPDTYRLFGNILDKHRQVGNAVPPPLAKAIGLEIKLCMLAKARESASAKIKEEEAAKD
STEP block = STEP phosphatase inhibitors, primary screen, biochemical, fluorescence intensity, uHTS; Tyrosine-protein phosphatase non-receptor type 5 (Homo sapiens), P54829; recombinant STEP, OMFP fluorogenic substrate; inhibition, % at 20 µM; hit rate 0.25% among 360,000; AID 588621, 2011;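 active = inhibition at 20 µM, scaled per plate between control wells, above about 37%, limit read from the data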;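 note: 0% = DMSO with enzyme and substrate and 100% = substrate only without enzyme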
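Measure: Control-normalized % inhibition with plate pattern correction | Test system: STEP phosphatase, cell-free reaction | Medium: pH 6.0 Bis-Tris with DTT and Tween 20 | Technique: Fluorescence, 480/540 nm | Times: Reaction 20 min, ambient temperature | Doses: Single compound dose of 20 µM, 1% DMSO final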
Starred values were filed as active, the others as inactive; i = inactive; · = not tested or not shown; + = active, no number.

SMILES	PABP1 MLLE inh	NadD inh	SUMO1-SIM PPI	LMPTP inh	TbMetRS inhib	Scp-1 inhibitor	CSN inh	Rpn11 block	DNMT1 inh	STEP block
COc1ccc(Br)cc1/C=C/C(=O)c1ccc(NC(C)=O)cc1	17	-6	-7	0.0	-0.9	-5	8	i	5	1
CC(=O)N1CCC(C(=O)Nc2ccc(S(=O)(=O)N3CCC(C)CC3)cc2)CC1	3	-7	5	0.5	0.1	-9	8	i	-4	-2
CN1CCN(CC(O)COc2ccccc2)CC1 (stereo not drawn)	4	-2	-1	-0.6	-0.3	-10	-7	i	-7	1
CCCCNC(=O)c1nc(C2CCN(S(=O)(=O)c3ccc(F)c(F)c3)CC2)oc1-c1cccc(C(F)(F)F)c1	-10	-11	1	2.4	-0.6	·	0	i	0	3
O=C1OC(OC(=O)c2ccccc2Br)C(N2CCOCC2)=C1Cl (stereo not drawn)	-7	2	5	0.4	-0.9	-9	-2	i	5	1
Cn1cccc1Cc1nnc(SCC(=O)Nc2ccc3c(c2)OCO3)n1CCc1ccccc1	-7	2	3	0.8	-0.9	-8	1	i	-3	1
CC(C)c1c(O)nc(SCCN(C)C)[nH]c1=O	12	-1	-5	-4.6	-0.4	-8	3	i	-1	-5
Cc1c(C(=O)OCc2nnc(-c3ccccc3)o2)oc2ccccc12	4	-9	3	2.2	-0.4	-11	-2	i	-1	5
COc1ccc(CCNS(=O)(=O)c2cccc(S(=O)(=O)N3CCCC3)c2)cc1OC	13	-6	-1	-2.0	-1.7	-5	-3	i	-6	-3
O=C(CCCSc1nc2ccccc2[nH]1)NCc1ccc(Cl)cc1	-84	5	2	0.3	43*	-7	-3	i	5	0
COC(=O)c1cccc(NC(=O)CSc2ncn[nH]2)c1	24	-1	2	-0.2	-0.7	-7	2	i	0	-2
CCN(CC)/C(=N\S(=O)(=O)c1ccccc1C)c1ccccc1	9	-1	5	-0.6	-0.1	-3	-4	i	2	-3
Cc1ccc2[nH]c(=O)c(CN(Cc3ccccc3)Cc3nnnn3C3CCCC3)cc2c1	7	10	-8	0.3	-0.3	-1	4	i	-6	1
CSc1nc2c(c(=O)[nH]c(=O)n2C)n1Cc1ccccc1Cl	-2	1	5	0.2	-0.8	8	-5	i	0	4
COC(=O)c1ccccc1NC(=O)Nc1cccs1	7	-5	-2	0.3	-0.9	-13	8	i	-1	5
CC1CN(S(=O)(=O)c2cccc(C(=O)OCC(=O)c3cccs3)c2)CC(C)O1 (stereo not drawn)	3	3	-4	-1.9	-0.3	-1	-1	i	1	0
CC(C)C(=O)NNC(=O)C1CC1(c1ccccc1)c1ccccc1 (stereo not drawn)	-5	-3	9	0.0	-1.7	34	5	i	17	2
Cc1ccccc1C(=O)OCC(=O)N(C)c1ccccc1	-9	-4	7	-1.3	-0.1	-6	1	i	1	0
CCOc1cccc(C(=O)Nc2ccc(NC(=O)c3cc4ccccc4o3)c(OC)c2)c1	-4	9	1	-1.1	-0.8	-7	2	i	15	-3
CCOc1ccccc1N(C)C(=O)CCS(=O)(=O)c1ccc2c(c1)NC(=O)CO2	-3	0	1	-0.8	0.9	3	-2	i	1	0
COc1ccc(-c2onc(C)c2-c2cnn(-c3ccccc3)c2)c(O)c1	9	-11	2	1.7	-0.6	-12	-4	i	0	-1
CCCn1c(O)c(N=NC(=O)CNC(=O)/C=C/c2ccc(OC)cc2)c2ccccc21	0	5	-24	1.1	-1.2	-3	-1	i	-5	1
CCn1c(SCc2ccc(OC)c(F)c2)nc2ccccc2c1=O	-2	10	0	10	0.0	-10	-1	i	2	4
O=C(Nc1ccc(Br)cn1)c1cccc(S(=O)(=O)N2CCCC2)c1	12	2	9	-0.3	-0.2	-1	-1	i	6	-1
Cc1cc(=O)oc2c(C)c(OCC(=O)NCc3ccccn3)ccc12	-2	-4	-130	-0.9	-0.6	-9	-2	i	-1	1
NS(=O)(=O)c1ccc(NC(=O)c2ccccc2C(=O)N2CCCCC2)cc1	1	1	-3	0.3	0.1	-11	1	i	4	-1
CCCCCN(C(=O)COC(=O)CSc1ccc([N+](=O)[O-])cc1)c1c(N)n(CCCC)c(=O)[nH]c1=O	-1	-1	-23	-17	-0.3	-3	-7	i	1	-4
C=C(Cl)COc1ccc2c(CC)cc(=O)oc2c1	7	-1	0	0.7	-0.6	-8	-2	i	5	-1
COc1ccc(C(NC(=O)C2CCN(CCCOc3ccccc3)CC2)c2cccs2)cc1 (stereo not drawn)	-10	-4	-2	-1.7	-0.1	·	-1	i	-3	0
O=C(Nc1ccc(N2C(=O)C3CCCCC3C2=O)cc1Cl)c1cccs1 (stereo not drawn)	1	-6	2	0.7	-0.5	-7	0	i	1	0

Shown field by field: part of the list above.
CCCn1c(O)c(N=NC(=O)CNC(=O)/C=C/c2ccc(OC)cc2)c2ccccc21
  PABP1 MLLE inh: 0 | NadD inh: 5 | SUMO1-SIM PPI: -24 | LMPTP inh: 1.1 | TbMetRS inhib: -1.2 | Scp-1 inhibitor: -3 | CSN inh: -1 | Rpn11 block: i | DNMT1 inh: -5 | STEP block: 1
CCn1c(SCc2ccc(OC)c(F)c2)nc2ccccc2c1=O
  PABP1 MLLE inh: -2 | NadD inh: 10 | SUMO1-SIM PPI: 0 | LMPTP inh: 10 | TbMetRS inhib: 0.0 | Scp-1 inhibitor: -10 | CSN inh: -1 | Rpn11 block: i | DNMT1 inh: 2 | STEP block: 4

In the list so far, these contain four or more nitrogen atoms.
SMILES	PABP1 MLLE inh	NadD inh	SUMO1-SIM PPI	LMPTP inh	TbMetRS inhib	Scp-1 inhibitor	CSN inh	Rpn11 block	DNMT1 inh	STEP block
Cn1cccc1Cc1nnc(SCC(=O)Nc2ccc3c(c2)OCO3)n1CCc1ccccc1	-7	2	3	0.8	-0.9	-8	1	i	-3	1
COC(=O)c1cccc(NC(=O)CSc2ncn[nH]2)c1	24	-1	2	-0.2	-0.7	-7	2	i	0	-2
Cc1ccc2[nH]c(=O)c(CN(Cc3ccccc3)Cc3nnnn3C3CCCC3)cc2c1	7	10	-8	0.3	-0.3	-1	4	i	-6	1
CSc1nc2c(c(=O)[nH]c(=O)n2C)n1Cc1ccccc1Cl	-2	1	5	0.2	-0.8	8	-5	i	0	4
CCCn1c(O)c(N=NC(=O)CNC(=O)/C=C/c2ccc(OC)cc2)c2ccccc21	0	5	-24	1.1	-1.2	-3	-1	i	-5	1
CCCCCN(C(=O)COC(=O)CSc1ccc([N+](=O)[O-])cc1)c1c(N)n(CCCC)c(=O)[nH]c1=O	-1	-1	-23	-17	-0.3	-3	-7	i	1	-4

Later entries.
SMILES	PABP1 MLLE inh	NadD inh	SUMO1-SIM PPI	LMPTP inh	TbMetRS inhib	Scp-1 inhibitor	CSN inh	Rpn11 block	DNMT1 inh	STEP block
COC(=O)c1cccc(NCN2C(=O)c3ccccc3C2=O)c1	2	7	-3	-0.5	-0.4	-7	3	i	-1	0
COc1ccc(CN2C(=O)C(CC(=O)NCc3ccco3)CC(C(=O)N(C)C)=C2C)cc1 (stereo not drawn)	-2	-7	-1	-1.1	-0.6	·	-4	i	9	2
CCCCOc1ccc(-c2cc(C(F)(F)F)c(C#N)c(SCC(=O)O)n2)cc1	-9	8	-14	0.8	0.7	9	13	·	6	0
O=C(Nc1ccccc1F)C1CCCN(S(=O)(=O)c2ccc(-n3cnnn3)cc2)C1 (stereo not drawn)	1	-5	-6	-1.2	-0.4	-3	1	i	-3	-1
COC(=O)c1ccccc1NC(=O)Nc1nnc(N2CCC(C)CC2)s1	2	-3	2	-1.1	0.1	-9	-1	i	0	-1
O=C(Nc1nc(-c2ccccc2)cs1)C1c2ccccc2Oc2ccccc21	-3	21	-3	4.5	-0.1	-21	0	i	-4	-1
O=C(/C=C/c1ccc(S(=O)(=O)N2CCOCC2)cc1)NCc1ccc(Cl)cc1	-5	-3	-11	1.3	-0.4	-8	0	i	-1	1
Cc1ccc(C(=O)Nc2nnc(-c3ccco3)o2)cc1	-4	10	-2	-2.1	-1.6	-3	-5	i	4	-1
O=C(CCCC(=O)N(CC(=O)NC1CCCCC1)Cc1ccccc1)Nc1ccccn1	2	5	1	-0.6	-0.7	0	0	i	1	4
Oc1ccc(-c2nc3ccc4ccccc4c3c3c2CCC3)cc1O	-3	39*	5	5.9	-0.6	19	-10	i	-27	0
CC(=O)Nc1ccc(/C(C)=N/Nc2nc(Nc3cccc4ccccc34)nc(N3CCOCC3)n2)cc1	-18	4	-4	1.5	-0.1	0	-13	i	-26	-3
CCOc1ccc(C(CC(=O)O)NC(=O)C(c2ccccc2)c2ccccc2)cc1OC (stereo not drawn)	0	-2	4	-1.2	-0.4	-10	-8	i	3	0
CN1CCN(C(=O)/C(=C/c2ccc(N(C)C)cc2)NC(=O)c2ccccc2)CC1	-125	-5	-2	-1.8	-0.8	-5	24	+	-2	-4
Cc1ccc(S(=O)(=O)N(C)C)cc1NC(=O)Nc1c(-c2ccccc2)noc1C	4	-7	0	-0.9	0.1	-15	-1	i	3	0
O=C1/C(=C/c2ccc(Cl)cc2)NC(=S)N1Cc1cccnc1	-79	-2	-14	0.8	-0.5	-2	-3	i	0	2
COc1ccc(CN2C(=O)c3cccnc3C2=O)cc1S(=O)(=O)N(C)Cc1ccco1	-1	0	-32	-0.2	-0.3	-5	-6	i	-3	-3
CCn1c(SCc2cccc(C)c2)nnc1-c1ccc(C)cc1	-49	1	2	-0.4	-0.3	6	5	i	3	-3
